Yfh1-depleted yeast: enhancers of respiration in Yfh1-depleted yeast, dose response, Friedreich's ataxia, plus single-dose screen (AID 1465) | S. cerevisiae Yfh1-off respiration, WST-1 reduction, 72 h; higher fold induction means a stronger effect | fold induction at 50 µM; hits with a dose series show EC50 in µM | 0.074% of 220,000 active;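 active = fold induction of absorbance versus untreated yeast above a set limit, then at least 30% activation at any dose in follow-up; inconclusive = repeats straddling the limit, or above it without dose testing; inactive = fold induction below the set limit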;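 also: activators that raise dye reduction in frataxin-depleted yeast; strong numbers were not always called active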
K1F lysis inhibition: inhibition of K1F phage lysis, E. coli UTI89, bacterial capsule biogenesis inhibitors, alamar blue (AID 488966). E. coli UTI89 K1F phage lysis, alamar blue, 2 h; higher % means a stronger effect. one-dose inhibition, % at 100 µM; IC50 in µM for titrated hits. 0.02% of 340,000 active;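 active = phage lysis inhibition, versus mean bacterial control, above a set limit; inconclusive = no clear call, values can overlap the other calls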;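 also: capsule biogenesis inhibitors block K1F phage lysis so surviving cells raise fluorescence; higher fluorescence means more inhibition of phage lysis; actives were called in the ten point dose series up to 300 µM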
Dengue-2 NS5 capping: Dengue-2 NS5 methyltransferase inhibitors, primary screen, biochemical, confirmation dose response (AID 588689). Genome polyprotein (Dengue virus type 2 (strain 16681-PDK53)). Dengue-2 NS5 methyltransferase capping enzyme assay, biochemical; higher % means a stronger effect. inhibition, % at 25 µM; hits with a dose series show IC50 in µM. 0.3% of 340,000 active; in the data active = a potency from the dose series; inconclusive = inhibition above about 29% without an active follow-up result
RSV CPE inhibition: RSV antiviral activity via CPE protection, HEp-2 cells, primary 10 µM value included (AID 2391). HEp-2 cells, RSV-induced CPE inhibition; higher % means a stronger effect. one-dose CPE inhibition, % at 10 µM; IC50 in µM for titrated hits. 0.13% of 310,000 active; in the data active = a potency from the dose series; inconclusive = CPE inhibition mostly from about 23% at the one dose, without a potency; inactive = the rest, 99 in 100 with CPE inhibition below about 21%; also: strong numbers were not always called active
West Nile antiviral: West Nile virus antiviral activity, cell-based, CPE readout (AID 1621). West Nile virus-infected cells, CPE inhibition; higher % means a stronger effect. CPE inhibition, % at 10 µM, or IC50 in µM where a hit was titrated. 0.02% of 290,000 active; in the data active = a potency from the dose series; inconclusive = CPE inhibition mostly from about 3.7% at the one dose, without a potency; inactive = the rest, 99 in 100 with CPE inhibition below about 2.2%; also: strong numbers were not always called active
ER stress rescue: rescue of cells from ER stress-induced death, primary screen, 384-well, CSM14.1, thapsigargin, ATP luminescence (AID 1222). CSM14.1 thapsigargin-induced death rescue, ATP luminescence; higher % means a stronger effect. cellular ATP content (survival), % at 20 µM; hits with a dose series show EC50 in µM. 190,000 tested, under 10 active;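 active = EC50 below 50 µM in the dose-response confirmation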;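 also: death triggered by thapsigargin at about 15 µM added after 2 h compound pretreatment; cell ATP read after overnight thapsigargin exposure of roughly 18 to 22 hours; normalized against plate controls of thapsigargin alone and 5% DMSO vehicle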
WT yeast gro inh: growth inhibition of WT strain, primary screen, mitochondrial fusion inhibitor project, WT and mutant strains, chemical genetic; mitochondrial fusion phenotypic screen; 2.1% of 190,000 active; inhibition, % at 10 µM; in the data active = inhibition above about 58%; tested in S. cerevisiae
XIAP antagonists: XIAP antagonists, biochemical, IAP family, fluorescence polarization (AID 1018); 0.007% of 200,000 active; displacement, % at 20 µM; hits with a dose series show IC50 in µM; XIAP BIR domain, fluorescence polarization peptide displacement; higher % means a stronger effect; E3 ubiquitin-protein ligase XIAP (Homo sapiens); in the data active = displacement above about 50%; also: a part of the inactive calls stands beside numbers as strong as those of hits
SV40 large T antigen: SV40 large T antigen inhibitors, biochemical (AID 1903). 0.39% of 310,000 active. SV40 large T antigen ATPase/helicase inhibition assay; higher % means a stronger effect. inhibition, % at 20 µM, or IC50 in µM where a hit was titrated; in the data active = a potency from the dose series; inconclusive = inhibition mostly from about 32% at the one dose, without a potency; inactive = the rest, 99 in 100 with inhibition below about 32%; also: strong numbers were not always called active
WT yeast gro inh mutant strain: second read-out of WT yeast gro inh, no call of its own (marks repeat the call); inhibition, %; mitochondrial fusion phenotypic screen, mutant strain inhibition
Dengue-2 NS5 capping pilot replicate: second read-out of Dengue-2 NS5 capping, no call of its own (marks repeat the call); inhibition, %; measured here: pilot screen replicate inhibition
* marks the source's active call; other numbers are inactive results; i = inactive; ? = inconclusive; · = no result given; [ ] = another dose, or the depositor's remark.

SMILES	Yfh1-depleted yeast	K1F lysis inhibition	Dengue-2 NS5 capping	RSV CPE inhibition	West Nile antiviral	ER stress rescue	WT yeast gro inh	WT yeast gro inh mutant strain	XIAP antagonists	SV40 large T antigen	others
Cc1cccc(NC(=O)N2CCCC2)c1	i	0.1%	-4%	0.9%	0.4%	-1.3%	3	1	-0.1%	4%
Clc1ccc(CNC2CN3CCC2CC3)cc1 (configuration not stated)	i	-4.3%	-7%	0.9%	-0.5%	-1.1%	-8	13	-6.0%	-3%
O=c1[nH]c(O)c(N=Nc2cc(C(F)(F)F)ccc2Cl)c(=O)[nH]1	i	-0.6%	-2%	8.8%	-1.0%	-0.3%	3	-1	-2.4%	1%
CC(=O)N(C1=NCCCS1)c1ccc(F)cc1	i	3.4%	2%	-0.7%	-0.4%	-1.0%	3	7	-6.2%	21%
Cc1c(N=Nc2c(O)[nH]c(=S)[nH]c2=O)c(=O)n(-c2ccccc2)n1C	i	2.0%[50 µM]	-2%	-0.3%	0.5%	-2.5%	0	7	-5.0%	9%
CCOc1ccc(-c2cc(C)[n+](CCc3ccc(OC)c(OC)c3)c(-c3ccc(OCC)cc3)c2)cc1	·	0.2%[50 µM]	-10%	10%	1.6%	·	·	·	·	19%
CC(=O)Nc1ccc(OC(=O)N(C)c2ccc(C)cc2)cc1	·	-0.2%	-3%	2.0%	-0.4%	·	·	·	·	3%	Dengue-2 NS5 capping pilot replicate=-4.9
CCC(C)C1NC(=O)C(C(C)=O)=C1O (configuration not stated)	i	2.8%	-5%	1.4%	1.0%	·	·	·	·	4%
Cc1ccc(S(=O)(=O)N(C)C)cc1NC(=O)C(C)[N+]12CCN(CC1)CC2 (configuration not stated)	i	0.7%	6%	2.5%	0.5%	1.5%	-9	6	-3.3%	6%
CCCCCCCCCCCCn1ccc(=N)cc1	i	-3.7%	-3%	-2.5%	?	·	·	·	·	-9%
CSc1ncc(/C=C2/C(=O)NC(=O)N(c3ccc(Cl)cc3)C2=O)cn1	i	-0.3%	-1%	·	0.9%	-0.4%	10	6	-5.2%	26%
CCC(=NCc1ccco1)c1c(O)n(-c2ccccc2C)c(=O)[nH]c1=O	i	-0.5%	1%	1.6%	-1.4%	·	·	·	·	3%
CCCCCSc1cc(O)c(C(CNC)C(C)C)cc1OC (configuration not stated)	i	4.0%	-5%	2.9%	-1.6%	-4.0%	8	17	-0.5%	18%
CN1C(=O)N(C)C(=O)C2(Cc3cc(NC(=O)c4ccccc4)ccc3N3CCCC32)C1=O (configuration not stated)	·	0.3%	-19%	2.8%	0.2%	·	·	·	·	15%
COC(=O)C1=C(c2cc3ccccc3o2)C[C@@H]2CC[C@H]1N2C(=O)N1CCOCC1	i	5.4%	2%	5.4%	-0.2%	·	·	·	·	13%

Eleven neighbouring records already listed, quoted:
SMILES	Yfh1-depleted yeast	K1F lysis inhibition	Dengue-2 NS5 capping	RSV CPE inhibition	West Nile antiviral	ER stress rescue	WT yeast gro inh	WT yeast gro inh mutant strain	XIAP antagonists	SV40 large T antigen	others
Cc1cccc(NC(=O)N2CCCC2)c1	i	0.1%	-4%	0.9%	0.4%	-1.3%	3	1	-0.1%	4%
Clc1ccc(CNC2CN3CCC2CC3)cc1 (configuration not stated)	i	-4.3%	-7%	0.9%	-0.5%	-1.1%	-8	13	-6.0%	-3%
O=c1[nH]c(O)c(N=Nc2cc(C(F)(F)F)ccc2Cl)c(=O)[nH]1	i	-0.6%	-2%	8.8%	-1.0%	-0.3%	3	-1	-2.4%	1%
CC(=O)N(C1=NCCCS1)c1ccc(F)cc1	i	3.4%	2%	-0.7%	-0.4%	-1.0%	3	7	-6.2%	21%
Cc1c(N=Nc2c(O)[nH]c(=S)[nH]c2=O)c(=O)n(-c2ccccc2)n1C	i	2.0%[50 µM]	-2%	-0.3%	0.5%	-2.5%	0	7	-5.0%	9%
CCOc1ccc(-c2cc(C)[n+](CCc3ccc(OC)c(OC)c3)c(-c3ccc(OCC)cc3)c2)cc1	·	0.2%[50 µM]	-10%	10%	1.6%	·	·	·	·	19%
CC(=O)Nc1ccc(OC(=O)N(C)c2ccc(C)cc2)cc1	·	-0.2%	-3%	2.0%	-0.4%	·	·	·	·	3%	Dengue-2 NS5 capping pilot replicate=-4.9
CCC(C)C1NC(=O)C(C(C)=O)=C1O (configuration not stated)	i	2.8%	-5%	1.4%	1.0%	·	·	·	·	4%
Cc1ccc(S(=O)(=O)N(C)C)cc1NC(=O)C(C)[N+]12CCN(CC1)CC2 (configuration not stated)	i	0.7%	6%	2.5%	0.5%	1.5%	-9	6	-3.3%	6%
CCCCCCCCCCCCn1ccc(=N)cc1	i	-3.7%	-3%	-2.5%	?	·	·	·	·	-9%
CSc1ncc(/C=C2/C(=O)NC(=O)N(c3ccc(Cl)cc3)C2=O)cn1	i	-0.3%	-1%	·	0.9%	-0.4%	10	6	-5.2%	26%

New compounds follow:
SMILES	Yfh1-depleted yeast	K1F lysis inhibition	Dengue-2 NS5 capping	RSV CPE inhibition	West Nile antiviral	ER stress rescue	WT yeast gro inh	WT yeast gro inh mutant strain	XIAP antagonists	SV40 large T antigen	others
CC(=Nc1ccc2c(c1)CCC2)c1c(O)n(C)c(=O)n(C)c1=O	i	-0.6%	-4%	1.7%	-0.2%	-0.5%	·	·	-2.7%	·
CN(C)CC1CSCCC1(O)c1ccccc1 (configuration not stated)	i	-0.1%	2%	1.1%	0.3%	-1.3%	-17	-10	0.2%	11%
CC(=NCc1ccc2c(c1)OCO2)c1c(O)n(-c2ccc(C)cc2)c(=O)[nH]c1=O	i	0.1%	-3%	0.3%	0.1%	·	·	·	·	21%
COc1ccc(CN2CCN(c3ccccc3F)CC2)c(OC)c1	·	·	·	1.0%	·	-4.1%	-22	-5	-0.1%	15%
CCCCCCOc1ccc(CN2CCN(CC)CC2)cc1	i	15%	1%	-2.4%	-0.6%	-2.5%	26	42	-4.9%	-3%
CSc1nnc([C@@H](N)Cc2c[nH]c3ccccc23)o1	i	0.2%	-1%	-0.4%	-0.4%	-5.9%	0	28	-4.9%	6%
CCCC(=O)NC(Oc1ccc(C(C)=O)cc1)C(Cl)(Cl)Cl (configuration not stated)	i	-1.3%	-15%	-0.5%	-0.2%	-2.0%	12	8	-1.0%	·
CC(C)(C)n1c(O)c(C=Nc2ccc3c(c2)CCC3)c(=O)[nH]c1=O	i	0.8%	5%	1.5%	0.3%	-2.9%	5	4	-4.6%	6%
O=C1CCN(C(=O)Cc2ccccc2[N+](=O)[O-])CC1	i	0.0%	-3%	2.7%	-0.8%	-1.1%	-3	-2	-2.8%	-4%
CC(C(=O)c1cn(C)c2ccccc12)c1ccccc1 (configuration not stated)	i	4.9%	-2%	1.5%	-0.4%	-3.6%	-8	5	-6.0%	3%
CN1CCN(Cc2ccc(N)cc2)CC1	i	-0.4%	-2%	1.1%	-0.9%	-1.1%	7	10	-7.9%	11%
CSc1ccc(CN2CCN(c3ccccc3C)CC2)cc1	·	-0.1%	0%	?	-0.5%	·	·	·	·	3%
Oc1cc2c(cc1CN1CCN(c3ccccc3)CC1)OCO2	·	0.4%	-6%	0.5%	0.2%	·	·	·	·	6%
CC1(C)C(C(=O)N2CCN(c3ccc(Cl)cc3)CC2)C1(C)C	·	0.3%	0%	?	-0.2%	·	·	·	·	9%
O=C(C1CCN(c2nc3ccc(Br)cc3s2)CC1)N1CCC2(CC1)OCCO2	i	-0.5%	-8%	0.8%	-0.5%	-2.0%	-8	3	-3.5%	2%
Cn1c(O)c(C2=NN(C(=O)CCl)C(c3ccccc3)C2)c(=O)n(C)c1=O (configuration not stated)	i	-1.4%	-3%	6.1%	0.1%	·	·	·	·	11%
CC(NS(=O)(=O)OCC(Cl)(Cl)Cl)c1ccccc1 (configuration not stated)	·	0.4%	5%	0.2%	-0.5%	·	·	·	·	5%
COc1ccc(-c2cc(=NCCC(=O)O)c3cc(C)ccc3o2)cc1	i	-0.2%	-10%	·	-0.9%	-0.8%	-6	-6	-8.3%	-4%
COc1c(C)cc(C(=O)C2CCCN(Cc3cnc(C)s3)C2)cc1C (configuration not stated)	i	0.4%	-9%	3.0%	-1.6%	-1.5%	23	39	1.4%	5%
Cc1ccc(S(=O)(=O)N(C)N=O)cc1	·	1.1%	2%	0.1%	·	·	·	·	·	25%
COc1ccc(OCC(=O)Nc2ccc(Cl)cc2C(=O)c2ccccc2)cc1	i	-2.9%	-3%	0.8%	0.1%	-1.7%	-5	3	-18%	-4%
CCCCc1ncc(CN2CCCC(C(=O)c3ccc(SC)cc3)C2)[nH]1 (configuration not stated)	i	-0.2%	3%	2.3%	-1.5%	-0.9%	12	-18	-0.8%	6%
C#CC[N+]1(C)[C@@H]2CC(OC(=O)C(CO)c3ccccc3)C[C@H]1C(O)C2 (some centres not stated)	·	0.4%	-5%	2.0%	-0.4%	·	·	·	·	6%
Cc1[nH]c2ccccc2c1/C=N/O	i	0.1%	-4%	2.1%	0.4%	0.3%	-1	4	-3.9%	37%
O=C1/C(=C/c2cccc([N+](=O)[O-])c2)N2CCC1CC2	i	-1.1%	1%	0.1%	-0.5%	0.9%	-19	1	-17%	11%
Cn1cc(C(O)CN2CCCCC2)c2ccccc21 (configuration not stated)	·	-0.1%	-5%	-0.1%	-0.1%	·	·	·	·	5%	Dengue-2 NS5 capping pilot replicate=-4.2
O=P(O)(O)Oc1ccccc1P(=O)(c1ccccc1)c1ccccc1	·	0.1%	0%	0.2%	-0.3%	·	·	·	·	16%
CNP1(NC)=NC(C(F)(F)F)=NC(C(F)(F)F)=N1	i	0.6%	-4%	0.4%	-0.1%	-3.4%	-8	-13	-0.3%	5%
Cc1cccc(NP(C)(=O)c2nc3c(s2)CCCC3)c1 (configuration not stated)	i	0.1%	-4%	1.4%	0.2%	-2.8%	-3	-14	-5.3%	8%
CC(=O)Nc1ccc(C(=O)OCC(=O)Nc2ccc(Cl)cc2C(=O)c2ccccc2)cc1	i	-0.2%[50 µM]	-2%	2.4%	-1.1%	1.7%	40	-18	-3.2%	-2%
CC1=C(C(=O)OC(C)C)[C@]2(C(=O)N(CC(N)=O)c3ccccc32)C(C#N)=C(N)O1	i	-0.8%	0%	1.3%	0.2%	0.0%	11	1	-3.0%	12%
O=C1NC(=O)N(c2ccccc2F)C(=O)/C1=C/c1ccc(Oc2ccc([N+](=O)[O-])cn2)cc1	i	0.0%	56µM*	0.9%	1.8%	-0.9%	-2	2	-0.4%	7%

Assay outcomes (PubChem BioAssay)

Only part of the results is shown, so the mix of outcomes need not match the whole.
